PG9 Ab binder – binders of HIV-1 gp120 antibody PG9, primary screen, biochemical, TR-FRET | HIV-1 gp120 / PG9 antibody interaction | TR-FRET gp120-PG9 antibody binding | inhibition, % at 6.7 µM | actives 0.43% (n = 360,000) | AID 624416, 2012; in the data active means inhibition above about 8.5%
HTRA1 inh – HTRA1 serine protease inhibitors, primary screen, biochemical, fluorescence polarization, HTS; Q92743; recombinant HTRA1, FP-rhodamine activity-based probe; inhibition, % at 5.96 µM; actives 0.5% (n = 340,000); AID 504803, 2011; in the data active means inhibition above about 36%;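 further: 0% = enzyme with DMSO and 100% = wells lacking enzyme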
SIAE primary – human SIAE inhibitors, primary screen, biochemical, fluorescence polarization, FP-Rh probe, 1536-well HTS; Sialate O-acetylesterase (Homo sapiens), Q9HAT2; SIAE FP-Rh probe binding; inhibition, % at 9.66 µM; actives 0.69% (n = 370,000);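 active means inhibition above a cutoff: mean of compounds within the control limits plus 3 SD of those, cut at about 17% in these data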;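 further: 0% = plate median of compound wells and 100% = probe without SIAE protein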
Target sequence (Q9HAT2 whole entry, looked up): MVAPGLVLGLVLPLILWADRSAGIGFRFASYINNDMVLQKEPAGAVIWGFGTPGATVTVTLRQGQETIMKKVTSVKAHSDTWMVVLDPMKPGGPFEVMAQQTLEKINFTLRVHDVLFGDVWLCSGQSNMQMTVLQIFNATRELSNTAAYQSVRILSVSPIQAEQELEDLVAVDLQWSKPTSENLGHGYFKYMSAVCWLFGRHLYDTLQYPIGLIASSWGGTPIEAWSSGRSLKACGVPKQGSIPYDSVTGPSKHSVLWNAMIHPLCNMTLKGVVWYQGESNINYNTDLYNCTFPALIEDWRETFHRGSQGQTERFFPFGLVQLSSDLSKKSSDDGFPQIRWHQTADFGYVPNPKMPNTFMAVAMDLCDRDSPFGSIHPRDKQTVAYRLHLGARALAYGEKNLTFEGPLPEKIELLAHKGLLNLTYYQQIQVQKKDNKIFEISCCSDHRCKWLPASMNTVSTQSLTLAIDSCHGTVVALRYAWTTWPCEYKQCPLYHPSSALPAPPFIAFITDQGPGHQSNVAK
PRMT1 FP inh – PRMT1 methyltransferase inhibitors, primary screen, biochemical, fluorescence polarization; recombinant PRMT1, activity-based probe fluorescence polarization; inhibition, % at 2.79 µM; actives 1.3% (n = 370,000);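 active means inhibition above about 21% made by adding two undisclosed values, limit read from the data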
Target sequence (Q99873 whole entry, looked up): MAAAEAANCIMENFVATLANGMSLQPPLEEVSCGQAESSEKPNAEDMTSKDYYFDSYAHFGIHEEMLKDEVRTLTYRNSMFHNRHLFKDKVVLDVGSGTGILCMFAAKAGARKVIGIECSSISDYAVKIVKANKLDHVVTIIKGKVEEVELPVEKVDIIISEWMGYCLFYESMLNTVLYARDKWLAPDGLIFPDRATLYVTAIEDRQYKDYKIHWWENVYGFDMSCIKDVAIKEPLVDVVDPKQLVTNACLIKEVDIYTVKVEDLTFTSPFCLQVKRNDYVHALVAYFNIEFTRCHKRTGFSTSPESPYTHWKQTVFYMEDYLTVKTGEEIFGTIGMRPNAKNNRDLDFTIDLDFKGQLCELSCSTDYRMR
LEDGF integ inh – blockers of LEDGF/p75-dependent integrase strand transfer – biochemical, TR-FRET, high throughput, primary screen. HIV-1 integrase (with human LEDGF/p75). TR-FRET IN-LEDGF/p75 DNA integration, Eu/Cy5. inhibition, % at 3.7 µM. actives 0.64% (n = 370,000);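 active means inhibition above the screen-wide mean plus 3 SD, cut at about 13% in these data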;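 further: signal is the Cy5 over europium emission ratio at 671 and 618 nm; 0% = plate median of compound wells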
ABHD4 inh – ABHD4 inhibitors, primary screen, biochemical, fluorescence polarization, mouse; actives 0.54% (n = 370,000); inhibition, % at 8.92 µM; AID 720543, 2013; purified mABHD4, FP-Rh probe fluorescence polarization;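 active means inhibition exceeding the mean over every tested compound plus 3 SD, cut at about 30% in these data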;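 further: 0% = plate median of compound wells and 100% = S159A mutant with DMSO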
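System: mouse ABHD4 enzyme, wild type / Medium: HEPES pH 7.0, NaCl, Pluronic buffer / Reagent: FP-Rh activity-based fluorescent probe / Control set: S159A mutant high control, sample median low control / Detection: fluorescence polarization with parallel and perpendicular emission, 525/598 nm / Schedule: 45 min + 60 min at 25 °C / Compound dosing: 8.92 µM, single dose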
TDP2 absorb – human TDP2 enzyme inhibitors, primary screen, biochemical, epi absorbance, recombinant enzyme. AID 720702, 2013. inhibition, % at 12.8 µM. T5PNP hydrolysis, p-nitrophenol absorbance 415 nm. actives 0.34% (n = 370,000). Tyrosyl-DNA phosphodiesterase 2 (Homo sapiens), O95551;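 active means inhibition above the mean of all tested compounds plus 3 SD, set per campaign, cut at about 25% in these data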;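 further: 0% = DMSO with enzyme and 100% = buffer with substrate but no TDP2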
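System: recombinant human TDP2 / Amount: 120 nM TDP2 per well / Also added: 5 mM T5PNP chromogenic substrate / Doses: 12.8 µM single point, 1% DMSO / Incubation: 2 h at 37 °C / Detection: p-Nitrophenol epi absorbance / Evaluation: % inhibition relative to enzyme-containing and enzyme-free wells / Repeats: singlicate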
rCAG binder – binders of r(CAG) RNA repeats, primary screen, biochemical, fluorescence; inhibition, % at 3 µM; actives 1.3% (n = 370,000); r(CAG) RNA repeat, TO-PRO-1 dye displacement fluorescence;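 active means inhibition above the plate cutoff, the mean of all test compounds on that plate plus 3 SD, cut at about 35% in these data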;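 further: 0% = DMSO alone and 100% = 100 µM mitoxantrone as full dye displacement; higher means more dye released from RNA so lower well fluorescence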
TCR-CD3 inh – inhibitors of human TCR-CD3 interaction, primary screen, biochemical, fluorescence, TAMRA-labeled TCR probe | inhibition, % at 9.4 µM | actives 0.37% (n = 360,000) | T-cell receptor (TCR); in the data active means inhibition above about 19%;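 further: recombinant mutant TCR 2C K166C tagged with TAMRA read by polarization; 0% = receptor in buffer alone and 100% = receptor with positive control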
NR1D1 modulator – modulators of Rev-erb alpha DNA binding, primary screen, biochemical, FITC-DNA, fluorescence polarization, uHTS; activity, % at 10 µM; Nuclear receptor subfamily 1 group D member 1 (Homo sapiens), P20393; Rev-erbα–FITC-DNA binding, 90 min; actives 0.79% (n = 370,000);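 active means activity above about 14%, limit read from the data; passing the limit was not always enough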;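 further: 0% = DMSO wells with 35 nM protein and 100% = DMSO wells with 750 nM protein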
The depositor's hits bear a star; · = not tested or not shown. Only part of the results is shown; count on the stated rates, not on these rows.

item | canonical_smiles | PG9 Ab binder | HTRA1 inh | SIAE primary | PRMT1 FP inh | LEDGF integ inh
1 | Cc1cc(Nc2ccccc2)n(-c2ccc(C(=O)O)cc2)n1 | -0.8 | 6 | 23* | -1 | 7
2 | COc1cc(CNC(=O)OCC(C)C)cc(OC)c1OC | -0.5 | 6 | -5 | 1 | -1
3 | COc1ccc2nc(NC(=O)c3cccnc3SC)sc2c1 | -0.3 | -26 | -10 | -4 | -1
4 | O=C(CN1C(=O)C2CC=CCC2C1=O)Nc1ccc(Br)cc1 (configuration not stated) | -1.4 | -1 | 4 | 3 | 1
5 | CC1(C)Cc2ccccc2C2=C(C(=O)N3CCCCCC3)C(=O)C(=O)N21 | 1.5 | 8 | -5 | 0 | 0
6 | COc1cc(C(O)c2nc(/C=C/c3ccccc3)cs2)ccc1F (configuration not stated) | -1.3 | · | -18 | -3 | 1
7 | O=C(CCCCCNC(=S)Nc1ccccc1)C[N+](=O)[O-] | -0.7 | 2 | -3 | -1 | 2
8 | C=C(C)[C@@H]1CC=C(CN2CCN(Cc3ccccc3)CC2)CC1 | -1.2 | -12 | 8 | -6 | 5
9 | COc1ccc(OC)c(NC(=O)CC2SC(=Nc3ccc(F)cc3)N(CCC3=CCCCC3)C2=O)c1 (configuration not stated) | -1.7 | -20 | 5 | 2 | 3
10 | NC(=O)c1nn(-c2ccccc2)c(=O)cc1O | -0.6 | 4 | 3 | -3 | 0

item | ABHD4 inh | TDP2 absorb | rCAG binder | TCR-CD3 inh | NR1D1 modulator
1 | -3 | 0 | 1 | 4 | -1
2 | 0 | 0 | -1 | 3 | -1
3 | -5 | 0 | 6 | -1 | 2
4 | 0 | 9 | -1 | 4 | 8
5 | 1 | -1 | -2 | -7 | 2
6 | -49 | -13 | 3 | 12 | 2
7 | -1 | -6 | 8 | 11 | 3
8 | -7 | -5 | -1 | -13 | 1
9 | -7 | 1 | 8 | 7 | -1
10 | 2 | 4 | 3 | 5 | -4

Reprinted from the part before: 4 compounds; new compounds follow.
item | canonical_smiles | PG9 Ab binder | HTRA1 inh | SIAE primary | PRMT1 FP inh | LEDGF integ inh
7 | O=C(CCCCCNC(=S)Nc1ccccc1)C[N+](=O)[O-] | -0.7 | 2 | -3 | -1 | 2
8 | C=C(C)[C@@H]1CC=C(CN2CCN(Cc3ccccc3)CC2)CC1 | -1.2 | -12 | 8 | -6 | 5
9 | COc1ccc(OC)c(NC(=O)CC2SC(=Nc3ccc(F)cc3)N(CCC3=CCCCC3)C2=O)c1 (configuration not stated) | -1.7 | -20 | 5 | 2 | 3
10 | NC(=O)c1nn(-c2ccccc2)c(=O)cc1O | -0.6 | 4 | 3 | -3 | 0
11 | Cc1cccc2c(=O)cc(C)n(CC(=O)N3CCOCC3)c12 | -1.2 | 0 | 4 | 2 | 2
12 | c1ccc(-n2ncc3c(NCc4ccco4)ncnc32)cc1 | 2.1 | 0 | -2 | 3 | -5
13 | CC1CCCCC1NS(=O)(=O)CCNC(=O)c1ccc2c(c1)OCO2 (configuration not stated) | 1.6 | -2 | 12 | 0 | 1
14 | O=C(Nc1nc(-c2ccncc2)cs1)c1ccco1 | 1.0 | 4 | 4 | 3 | 5
15 | O=C(CSc1ccc2nnc(CCNC(=O)c3ccc(F)cc3)n2n1)NCC1CCCO1 (configuration not stated) | 0.7 | 1 | 8 | -2 | -1
16 | CC1CCCN(C(=O)C2CCN(CCCc3ccccc3)CC2)C1 (configuration not stated) | -0.4 | · | -1 | -3 | 2
17 | COC(=O)[C@H](Cc1ccccc1)NC(=O)Cn1cnc(C(=O)Nc2ccc(C)c(C)c2)n1 | -0.1 | -8 | -5 | 3 | 6
18 | Cc1cccc(NC(=O)CSCC(=O)Nc2cc(S(=O)(=O)N3CCOCC3)ccc2N2CCCC2)c1 | 1.1 | -1 | -1 | 0 | -1
19 | COc1cccc(-c2cc(C(F)(F)F)nc(-n3cc(Cl)cn3)n2)c1 | 0.3 | -15 | 2 | -1 | 6
20 | O=C(COC(=O)c1ccco1)c1ccc2ccccc2c1 | 0.5 | -19 | -4 | 0 | 0

item | ABHD4 inh | TDP2 absorb | rCAG binder | TCR-CD3 inh | NR1D1 modulator
7 | -1 | -6 | 8 | 11 | 3
8 | -7 | -5 | -1 | -13 | 1
9 | -7 | 1 | 8 | 7 | -1
10 | 2 | 4 | 3 | 5 | -4
11 | 3 | 18 | -5 | 2 | 2
12 | -6 | -4 | -1 | -7 | -5
13 | -4 | -5 | -6 | 0 | -2
14 | 6 | 17 | 8 | 3 | -23
15 | -9 | 10 | -3 | 4 | 0
16 | 1 | 13 | -1 | -3 | 1
17 | -8 | -7 | 0 | -6 | 7
18 | -4 | 8 | -2 | 7 | 0
19 | -6 | 2 | 5 | 2 | 0
20 | -3 | 1 | 2 | -3 | 0

More compounds
item | canonical_smiles | PG9 Ab binder | HTRA1 inh | SIAE primary | PRMT1 FP inh | LEDGF integ inh
21 | CC(=O)NC(NC(=S)Nc1ccc(C)cc1C)C(Cl)(Cl)Cl (configuration not stated) | -4.0 | -2 | 6 | -5 | 5
22 | O=C(CN1C(=O)NC2(CCCC2)C1=O)Nc1ccccc1N1CCCCC1 | -1.5 | -2 | 13 | -4 | 0
23 | CCn1c2ccccc2c2cc(NC(=O)c3cc(OC)cc(OC)c3)ccc21 | -1.3 | -22 | 13 | -5 | 1
24 | O=C(CCCC(=O)N(CC(=O)NC1CCCCC1)Cc1ccco1)Nc1ccccn1 | -1.4 | 4 | 11 | 0 | 4
25 | CCN(CC)CCNC(=O)c1nn(-c2ccc(Cl)cc2)c2c1CCc1cc(OC)ccc1-2 | 0.5 | -16 | 1 | -3 | -3
26 | CCOc1ccccc1NC(=O)COC(=O)C12CC3CC(CC(O)(C3)C1)C2 | 0.4 | 2 | -14 | 3 | -8
27 | CC1(C(=O)Nc2ccc3c(c2)OCO3)CCN1C(=O)c1ccco1 (configuration not stated) | 1.0 | · | -2 | -4 | 2
28 | COc1ccc2c(c1)CC/C(=C/c1ccccn1)C2=O | -0.2 | -1 | 2 | -2 | 4
29 | Cc1ccc2c(=O)[nH]c(Nc3nc(C)cc(-c4ccccc4)n3)nc2c1 | -2.1 | 4 | 0 | -2 | 4
30 | Cc1ccc(S(=O)(=O)NC(c2ccccc2)C(C)C(=O)n2nc(C)cc2C)cc1 (configuration not stated) | -0.3 | -10 | 0 | -2 | 3

item | ABHD4 inh | TDP2 absorb | rCAG binder | TCR-CD3 inh | NR1D1 modulator
21 | 1 | -6 | 0 | 4 | 5
22 | 3 | 1 | -7 | 5 | -5
23 | 0 | -1 | 3 | 5 | 5
24 | -3 | 5 | 0 | 9 | -6
25 | 16 | -13 | 6 | -6 | -5
26 | -9 | -7 | -7 | 3 | 0
27 | 3 | 2 | 2 | -2 | 4
28 | -1 | 11 | -5 | -1 | -2
29 | -3 | -11 | 9 | 3 | -28
30 | -4 | -16 | 0 | -5 | 0

New compounds follow.
item | canonical_smiles | PG9 Ab binder | HTRA1 inh | SIAE primary | PRMT1 FP inh | LEDGF integ inh
31 | O=C(Nc1ccccc1-c1nnc(SCc2ccc(Cl)cc2Cl)o1)c1ccccc1 | 0.5 | -10 | -3 | -1 | 3
32 | CN(Cc1ccco1)C(=O)Cn1cc(S(=O)(=O)N2CCCC2)c(S(=O)(=O)N2CCCC2)c1 | 0.6 | 2 | -1 | 7 | -4
33 | O=C(CN1CCCCC1)NC1CCc2cc3c(cc21)CCC3 (configuration not stated) | -0.1 | -7 | 4 | 3 | -1
34 | OCCN1CCN(c2cc(-c3ccccc3)c3ccccc3n2)CC1 | 0.9 | -1 | 7 | -3 | 1
35 | COc1cc2ccnc(Cc3cccc(OC)c3OC)c2cc1OC | -1.0 | -2 | 6 | -1 | 2
36 | O=C1CC(c2ccccc2)=NN1c1ccccc1 | -3.9 | 6 | 4 | 3 | 21*
37 | Cc1c2cnn(CC(=O)Nc3c(F)c(F)cc(F)c3F)c(=O)c2c(C)n1Cc1ccc(F)cc1 | -1.9 | · | -47 | -4 | 5
38 | COc1ccccc1NC(=O)c1ccc2c(c1)N(CC#N)C(=O)C(C)(C)O2 | -2.0 | -8 | 6 | 0 | -3
39 | N#CC1=C(N)N(c2ccccc2)C(c2ccco2)C1(C#N)C#N (configuration not stated) | 1.6 | -2 | 8 | 2 | 3
40 | CC1CCc2c(sc(NC(=O)C3CCCO3)c2C#N)C1 (configuration not stated) | -0.1 | -2 | 0 | -5 | -2

item | ABHD4 inh | TDP2 absorb | rCAG binder | TCR-CD3 inh | NR1D1 modulator
31 | 1 | -2 | -1 | 5 | 4
32 | 4 | 9 | 6 | 1 | 0
33 | -1 | 0 | -4 | 0 | 7
34 | 9 | 8 | -8 | 2 | 0
35 | 1 | 17 | -8 | 5 | -1
36 | 15 | 65* | 53* | -4 | 1
37 | -14 | -23 | 7 | 10 | -1
38 | 2 | 21 | 3 | 2 | 1
39 | 3 | 1 | 3 | -1 | -1
40 | -3 | 1 | -6 | 2 | -4

(next part)
item | canonical_smiles | PG9 Ab binder | HTRA1 inh | SIAE primary | PRMT1 FP inh | LEDGF integ inh
41 | Cc1cc(N2CCNC[C@H]2C)ccc1N1CCS(=O)(=O)CC1 | -1.9 | · | 5 | 0 | 0
42 | CC[C@]12c3[nH]c4ccc(OC)cc4c3CCN1C(=O)C(CC(=O)NCC13CC4CC(CC(C4)C1)C3)C[C@@H]2C(=O)N1CCN(C(=O)C2CC2)CC1 (some centres not stated) | 0.7 | -4 | 0 | -1 | 2
43 | N/C(=N\OC(=O)CCc1ccccc1)c1cccc(Br)c1 | 0.2 | -12 | -3 | 2 | -6
44 | Cc1nn(-c2ccccc2)c(Cl)c1/C=N/N1CCN(c2ccccn2)CC1 | -0.5 | 4 | 0 | -1 | 3
45 | CC1(C(=O)NS(=O)(=O)c2ccc(Cl)cc2)CCN1C(=O)c1ccccc1 (configuration not stated) | 0.1 | · | -1 | 1 | -1
46 | CSc1c(N(C)C)c(=O)c1=S | -0.6 | · | 2 | 7 | -2

item | ABHD4 inh | TDP2 absorb | rCAG binder | TCR-CD3 inh | NR1D1 modulator
41 | -3 | 2 | 4 | 2 | -1
42 | -3 | -18 | 6 | -14 | -2
43 | 0 | -8 | -2 | -2 | 3
44 | -2 | -6 | -4 | 9 | -5
45 | 0 | -5 | 3 | -3 | -8
46 | 2 | -1 | 1 | -5 | -10

Compound activity: PubChem, several laboratories
